RNase H inhibition: RNase H inhibition, HIV 1 Gag Pol polyprotein, FRET biochemical assay, screening (AID 372) | inhibition, % at 10 µM, or IC50 in µM where a hit was titrated | 100,000 tested, 0.77% active | HIV-1 RT RNase H, FRET RNA/DNA substrate fluorescence; higher % means a stronger effect; in the data active = inhibition above about 50%
Starred values were filed as active, the others as inactive. Some of the compounds tested. The share of hits here may be higher or lower than overall.

SMILES | RNase H inhibition
O=C(NCc1ccncc1)c1cccc(Cl)c1 | 5%
CCOC(=O)c1c(C)nc2sc3c(c2c1-c1ccccc1)CCCC3 | 8%
Cc1cccc2c1NC(=O)C2(c1ccc(O)cc1)c1ccc(O)cc1 | 14%

Gathered by group, those above containing nitrogen in an aromatic ring
SMILES | RNase H inhibition
O=C(NCc1ccncc1)c1cccc(Cl)c1 | 5%
CCOC(=O)c1c(C)nc2sc3c(c2c1-c1ccccc1)CCCC3 | 8%
